# Assay outcomes as filed in PubChem BioAssay.
# GalR3 antag: antagonists of human GalR3; AID 651719; inhibition, % at 3 µM; O60755; 360,000 compounds, 0.44% hits; HEK293 GalR3-CNG cAMP membrane potential fluorescence; galR3 body fused to GalR1 C-terminus;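 active = inhibition above the screen-wide average plus 3 SD, cut at about 13% in these data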;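 also: forskolin and galanin both at EC90 stimulate the cells; cAMP rise reported by CNG channel membrane potential dye signal; 0% = forskolin plus galanin with DMSO and 100% = forskolin alone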
# Target sequence (O60755 1-299 limits assumed): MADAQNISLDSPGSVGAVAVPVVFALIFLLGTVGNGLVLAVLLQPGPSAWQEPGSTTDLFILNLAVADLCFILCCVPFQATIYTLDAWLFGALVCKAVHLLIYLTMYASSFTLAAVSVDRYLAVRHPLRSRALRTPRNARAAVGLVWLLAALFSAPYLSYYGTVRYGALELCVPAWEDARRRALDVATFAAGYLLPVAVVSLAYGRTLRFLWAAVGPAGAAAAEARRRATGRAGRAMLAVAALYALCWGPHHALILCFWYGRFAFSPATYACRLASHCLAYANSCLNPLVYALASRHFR
# OXTR agonist: activates the human oxytocin receptor; P30559; CHO-OTR cells, Fluo-8 calcium fluorescence; normalized: DMSO 0%, oxytocin 100%; activation, % at 3 µM; 320,000 compounds, 0.32% hits;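 active = activation above the mean of all tested compounds plus 3 SD, cutoff set per screening run, cut at about 20% in these data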;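 also: peak over basal fluorescence ratio from a 100 s FLIPR kinetic read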
# Target sequence (P30559 whole entry, looked up): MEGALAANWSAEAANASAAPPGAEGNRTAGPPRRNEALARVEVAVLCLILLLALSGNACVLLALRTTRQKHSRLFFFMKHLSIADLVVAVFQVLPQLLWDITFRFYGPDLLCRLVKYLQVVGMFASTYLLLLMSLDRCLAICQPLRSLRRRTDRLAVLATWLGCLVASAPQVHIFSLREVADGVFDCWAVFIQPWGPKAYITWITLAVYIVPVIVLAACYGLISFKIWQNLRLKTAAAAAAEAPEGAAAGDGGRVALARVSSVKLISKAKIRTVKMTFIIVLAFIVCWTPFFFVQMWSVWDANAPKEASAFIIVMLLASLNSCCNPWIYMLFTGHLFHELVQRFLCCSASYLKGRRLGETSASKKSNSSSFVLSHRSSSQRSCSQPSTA
# V1R ag counter: V1a receptor agonism, counter-screen for OXTR agonists | AID 2797 | 320,000 compounds, 0.25% hits | activation, % at 3 µM | CHO-V1R cells, Fluo-8 calcium fluorescence, agonist mode; 0% DMSO, 100% 3 nM vasopressin;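 active = activation above the mean activation of all tested compounds plus 3 SD, per screening run, cut at about 20% in these data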;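 also: signal is peak over basal fluorescence ratio across a 100 second FLIPR read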
# Active calls of the source: *. Not all compounds are listed (hit frequency here may not be typical).
SMILES,GalR3 antag,OXTR agonist,V1R ag counter
COCCCN(C(=O)CCOc1ccc(C(C)(C)C)cc1)c1c(N)n(Cc2ccccc2)c(=O)[nH]c1=O,-7,-0.6,0.3
COc1ccc(C(C)=O)cc1COC(=O)CSCC(=O)Nc1ccc(C)cc1,-5,-1.1,-0.3
Cc1ccc2c(c1)[C@H]1[C@H](CO2)[C@H](c2ccccc2)[C@]2(C)C(=O)Nc3ccc(Cl)cc3C(=O)N12,-1,2.5,2.7
COc1ccccc1NS(=O)(=O)c1ccc(C(=O)N2CCN(c3ccccc3O)CC2)cc1,-5,5.1,4.1
CC/C(=N\N=C(/CC)c1ccccc1N)c1ccccc1N,-1,-3.5,-0.4
Cc1ccc(CNC(=O)COC(=O)CCOc2ccc(C)cc2)cc1,1,-2.6,-1.6
O=C(NCC(c1cccs1)N1CCOCC1)c1cc2ccccc2oc1=O (stereo not drawn),3,0.1,1.0
COc1cccc(NC(=O)CN(C)C(=O)c2cc(-c3ccccc3)nc3ccccc23)c1,-5,-0.8,0.1
CC(=O)Nc1ccc(S[C@@H](CCN2CC[C@H](C(C)(C)C)CCC2=O)c2ccccc2)cc1,-4,-1.8,0.1
O=C(COC(=O)c1ccc([N+](=O)[O-])s1)Nc1ccc(F)cc1,-5,1.8,1.3
CC(=O)Nc1ccc(S(=O)(=O)NCCC(=O)N2CCCCC2)cc1,-2,3.7,-0.6
COc1ccc(-n2nnnc2SCC(=O)NC2CCS(=O)(=O)C2)cc1 (stereo not drawn),-7,1.6,1.6
C[C@@H]1NS(=O)(=O)[C@H]2C[C@@H]3C=C[C@]2(O3)[C@H]1OC(=O)Nc1ccc(C(F)(F)F)cc1[N+](=O)[O-],4,1.3,1.5
CCN(CC(=O)Nc1ccc2c(c1)OCCO2)C(=O)COc1cc(C)ccc1Cl,2,-1.1,-0.4
CN(c1ccccc1)S(=O)(=O)c1cccc(C(=O)OCC(=O)Nc2ccc3[nH]c(=O)[nH]c3c2)c1,-2,0.5,0.5
O=C(c1ccc([N+](=O)[O-])o1)N1CCN(c2nc3c(F)cc(F)cc3s2)CC1,-2,1.7,6.0
CCOC(=O)C1CCN(C(=O)c2cccc(S(=O)(=O)N3CCc4ccccc43)c2)CC1,-9,-1.0,-0.4
O=C(c1cc2ccccc2cc1O)N1CCN(c2ccc([N+](=O)[O-])cc2)CC1,-4,11,9.1
COc1ccc(C(=O)NCCc2ccc(Cl)cc2)cc1S(=O)(=O)N1CCCCC1C (stereo not drawn),-5,1.4,3.4
CCCNC(=O)c1ccc(N2CCC3(CC2)CC(c2cccc(Br)c2)=NO3)c(NC(=O)c2ccc(Br)cc2)c1,-4,0.9,1.4
O=C(Nc1ncccc1O)c1cccc(S(=O)(=O)NCc2ccccc2)c1,0,-1.0,-0.6
Cc1ccc2nc(NC(=O)CN3C(=O)NC4(CCCC4)C3=O)sc2c1,3,-0.1,-0.5
O=C(Nc1ccc(S(=O)(=O)NC2=NCCCCC2)cc1)c1ccc([N+](=O)[O-])s1,-3,-0.1,1.0
CC(C)c1ccc(NC(=O)C2CCCN2S(=O)(=O)c2ccccc2F)cc1 (stereo not drawn),-5,-0.3,1.8
Cc1cccc(OCC(=O)N(Cc2nnc(-c3ccccc3Cl)o2)C2CC2)c1,-1,-1.8,0.9
CCOC(=O)c1cc(C#N)c(SC(C)C(=O)NC2CCCCC2)nc1C (stereo not drawn),-2,-1.1,0.2
Cc1csc(=O)n1CCC(=O)OCC(=O)NCc1ccc(Cl)cc1Cl,0,0.6,-0.4
CC(=O)N/C(=C\c1ccccc1)C(=O)OCC(=O)c1c(N)n(CC(C)C)c(=O)n(C)c1=O,-1,0.9,1.0
C#CCOCCOCCOCCNc1nc(N2CCOCC2)nc(N2CCN(C(=O)CCCCCCCCCCNC(=O)Cn3cc(CCCCCN)nn3)CC2)n1,-5,-0.1,2.3
CN(CC(=O)Nc1ccc(F)c(F)c1F)C(=O)C1CCC1,-3,0.3,0.4
CCCCCC(N)=O,-1,0.8,1.0
NC(=O)CC[C@H](NC(=O)c1ccc(F)cc1)C(=O)OCC(=O)NCc1ccc2c(c1)OCO2,26*,1.3,0.1
CCCN(CC(=O)Nc1ccc(F)c(F)c1F)C(=O)CCc1nc2ccccc2c(=O)[nH]1,-2,0.7,0.0
CCCC[C@@H]1C=C(C(=O)O)[C@H](c2ccc(C#N)cc2)N1S(=O)(=O)c1ccc(C)cc1,-5,0.7,0.2
COc1cc(S(=O)(=O)N2CCOCC2)ccc1NC(=O)COC(=O)/C=C/c1cc(OC)c(OC)c(OC)c1,-2,1.3,1.9
COc1ccc2nc(-c3ccccc3)cc(C(=O)N3CCC3)c2c1,-5,0.7,1.9
CN1[C@@H]2CCC[C@H]1CC(NC(=O)c1nn(C)c3ccccc13)C2 (stereo partly drawn),-2,-0.1,-0.5
CCSc1nnc(NC(=O)CN2C(=O)NC3(CCCC3)C2=O)s1,-6,0.6,2.1
C[C@H](CO)N1C[C@H](C)[C@@H](CN(C)Cc2ccccc2)Oc2c(NC(=O)c3ccncc3)cccc2C1=O,-7,-0.6,0.0
CC1=NN(C(N)=S)C(=O)C1N=Nc1c(C)n(C)n(-c2ccccc2)c1=O (stereo not drawn),-3,-0.3,1.0
O=S(=O)(NC1=NCCC1)c1cccc(NC(=S)Nc2ccc(OC(F)F)cc2)c1,6,5.2,4.7
Cc1ccc(S(=O)(=O)N2[C@@H](c3ccc(C(C)(C)C)cc3)C(C(=O)O)=CC[C@H]2c2ccc(Cl)cc2)cc1,-8,-0.7,3.1
COC(=O)c1c(C)[nH]c(C(=O)CN(C)CC(=O)Nc2cccc(F)c2)c1C,-3,1.9,3.4
O=C(NCc1ccc(F)cc1)C(=O)NCC1CCCN1S(=O)(=O)c1ccccc1 (stereo not drawn),0,-0.9,-0.2
Cc1ccc(NC(=O)CN(C)C(=O)c2cccc(S(=O)(=O)N3CCCC3)c2)cc1,-2,-1.0,-0.6
O=C(/C=C/c1ccco1)N1CCN(S(=O)(=O)c2ccccc2)CC1,3,0.0,0.7
CNC(=S)NNc1nc(-c2ccccc2)c2cc(Cl)ccc2n1,-4,-0.4,0.2
COc1ccc(NC(=O)CSCC(=O)Nc2sccc2C#N)cc1,-4,0.6,0.6

# One compound at a time, as listed above. Order of values: GalR3 antag | OXTR agonist | V1R ag counter
# O=C(/C=C/c1ccco1)N1CCN(S(=O)(=O)c2ccccc2)CC1 across the screens: 3 | 0.0 | 0.7
# CC1=NN(C(N)=S)C(=O)C1N=Nc1c(C)n(C)n(-c2ccccc2)c1=O (stereo not drawn) across the screens: -3 | -0.3 | 1.0

# Later entries:
SMILES,GalR3 antag,OXTR agonist,V1R ag counter
O=C(Cn1c(=O)cnc2ccccc21)Nc1cccc(S(=O)(=O)N2CCCCC2)c1,1,3.3,3.9
Cc1c[n+]([O-])cc(C)c1Oc1ccccc1,-4,-0.8,0.2
Cc1cccc(OCCCC(=O)Nc2ccc(Cl)c(S(=O)(=O)N3CCOCC3)c2)c1,-2,11,11
O=C(c1cc(-c2ccncc2)nc2ccccc12)N1CCN(Cc2ccccc2)CC1,-2,0.5,-0.2
Cc1ccc(CN(C)C(=O)COc2ccc(S(=O)(=O)N3CCCC3)cc2[N+](=O)[O-])c(C)c1,-5,-0.8,-0.3
O=C(CSc1nnc(Nc2ccccc2)s1)NC1CCCC1,-7,-0.3,0.7
C=CC[C@@H](CC(=O)N(CCO)Cc1ccccc1)C(=O)N[C@@H](COC(=O)[C@@H](CC=C)Cc1ccc(F)cc1)Cc1c[nH]c2ccccc12,-2,0.4,3.0
O=C(COC(=O)c1cc(=O)[nH]c(=O)[nH]1)Nc1cccc(Cl)c1,-3,-0.8,-0.2
O=C(NCCN1CCNCC1)c1ccccc1O,2,0.8,0.3
O=C(Nc1cc(Cl)ccc1Oc1ccccc1)C1=COCCO1,-6,-2.5,0.9
COc1ccc(CCNC(=O)COC(=O)Cc2c[nH]c3ccccc23)cc1OC,-1,3.6,2.4
O=C(COC(=O)Cc1ccsc1)Nc1ccc(Br)cc1F,-3,-2.2,-0.6
Cc1cccc(C(=O)NCC(=O)OCCOc2ccccc2Cl)c1,0,-2.7,-0.1
CN(CC(=O)Nc1ccc(Cl)c(C(F)(F)F)c1)C(=O)c1cccc(N2C(=O)CCC2=O)c1,-4,12,7.3
Cc1ccc(S(=O)(=O)NCCC(=O)N2CCCCCC2)cc1,-3,-0.1,0.3
CCCCn1c(N)c(N(CC(C)C)C(=O)CSc2ccc3c(c2)OCCO3)c(=O)[nH]c1=O,-8,0.1,-0.5
CCC(=O)c1ccc(OCC(=O)NCC2COc3ccccc3O2)cc1 (stereo not drawn),-1,1.6,2.2
CSc1ccccc1NC(=O)CN(C)CC(=O)NCC(=O)Nc1ccc(F)cc1,0,-1.6,-0.9
Cc1cccc(C(=O)OCC(=O)N(C)C(c2ccccc2)c2ccccc2)c1[N+](=O)[O-],-3,2.7,0.9
COc1ccc2oc(C(=O)OC(C)C(=O)NCc3ccccc3)c(C)c2c1 (stereo not drawn),-2,-1.8,1.7
COc1ccc(OCCCC(=O)NNC(=O)c2ccncc2)cc1,0,-0.2,0.6
C[C@H]1CN([C@@H](C)CO)C(=O)Cc2cc(NC(=O)C3CC3)ccc2O[C@H]1CN(C)Cc1ccc(C(=O)O)cc1,-2,1.4,1.5
O=C(CNC(=O)c1ccccc1Cl)Nc1ccncc1,-2,1.0,0.4
COc1ccc(C(=O)Nc2c(N)nc[nH]c2=O)cc1,-8,-0.2,0.8
CCN(C(=O)CN1CCCC(C)C1)c1c(N)n(Cc2ccccc2)c(=O)[nH]c1=O (stereo not drawn),-1,1.2,1.2
CCN(CC(=O)Nc1cccc(S(=O)(=O)N2CCOCC2)c1)Cc1ccccc1,-2,0.0,0.5
O=C1COc2ccc(C(=O)COC(=O)c3ccccn3)cc2N1,-3,0.0,0.1
O=C1C=C(c2ccccc2)C[C@@H](c2ccc3c(c2)OCO3)C1,-5,-1.7,-1.4
COc1ccc(/C=C/c2c(-c3ccc(OC)cc3)sc3cc(OC)c(OC)cc23)cc1,-2,1.0,0.1
CCn1c(SCC(=O)c2c(N)n(C3CC3)c(=O)[nH]c2=O)nc2cc(S(N)(=O)=O)ccc21,-2,0.4,4.8
Cc1ccc(N(CCC#N)C(=O)COC(=O)c2nc3nc(C)cc(C)n3n2)cc1,-2,-0.7,-0.6
COc1ccc(NS(=O)(=O)c2ccc(O)c([N+](=O)[O-])c2)cc1S(=O)(=O)N1CCCCC1,-5,0.7,0.6
O=S(=O)(NCC(c1ccc2c(c1)OCO2)N1CCOCC1)c1ccc(Br)cc1 (stereo not drawn),-4,-0.5,-1.2
CCOC(=O)C1=C(COC(=O)COc2ccc(C(C)=O)cc2)NC(=O)NC1C (stereo not drawn),-6,6.9,6.5
Cc1ccc(S(=O)(=O)N2CCOCC2)cc1NC(=O)COC(=O)c1ccc(Cl)nc1,-7,1.7,1.4
COc1ccc2oc(C(=O)N3CCN(C(c4ccccc4)c4ccccc4)CC3)c(C)c2c1,-3,-0.8,-0.6

# An excerpt from above, showing only OXTR agonist and GalR3 antag.
SMILES | OXTR agonist | GalR3 antag
COc1ccc(/C=C/c2c(-c3ccc(OC)cc3)sc3cc(OC)c(OC)cc23)cc1 | 1.0 | -2
CCn1c(SCC(=O)c2c(N)n(C3CC3)c(=O)[nH]c2=O)nc2cc(S(N)(=O)=O)ccc21 | 0.4 | -2

# The list goes on:
SMILES,GalR3 antag,OXTR agonist,V1R ag counter
CCOc1ccc(C(C)=O)cc1COC(=O)c1cc([N+](=O)[O-])ccc1N1CCOCC1,-3,-1.6,-1.6
CCN1C[C@@H]2[C@@H]3C(=O)N(C)C(=O)[C@@H]3[C@](CC)(C1=O)N2C(=O)c1ccc(C(C)(C)C)cc1,1,-0.3,1.2
COc1cc(-c2noc(C)c2C(=O)NCCCN2CCCC2=O)cc(OC)c1OC,-2,-0.2,-0.3
CC(C)Cn1c(N)c(C(=O)COC(=O)c2nccnc2N)c(=O)n(C)c1=O,-7,1.3,1.0
CCN(CC(=O)Nc1cc(C)on1)CC(=O)Nc1ccccc1C(F)(F)F,0,0.6,-0.2
COc1cc(C(=O)OC(C)C(=O)NC(=O)NC2CCCCC2)ccc1OC(F)F (stereo not drawn),-4,-1.9,0.6
COc1ccc(S(=O)(=O)NCC(c2cccs2)N2CCc3ccccc3C2)cc1 (stereo not drawn),-3,-1.0,0.0
CC1CCC(NC(=O)C2CC(O)CN2S(=O)(=O)c2ccc([N+](=O)[O-])cc2)CC1 (stereo not drawn),-6,0.6,0.9

# A run of entries of the results above, for reference:
SMILES,GalR3 antag,OXTR agonist,V1R ag counter
COCCCN(C(=O)CCOc1ccc(C(C)(C)C)cc1)c1c(N)n(Cc2ccccc2)c(=O)[nH]c1=O,-7,-0.6,0.3
COc1ccc(C(C)=O)cc1COC(=O)CSCC(=O)Nc1ccc(C)cc1,-5,-1.1,-0.3
Cc1ccc2c(c1)[C@H]1[C@H](CO2)[C@H](c2ccccc2)[C@]2(C)C(=O)Nc3ccc(Cl)cc3C(=O)N12,-1,2.5,2.7
COc1ccccc1NS(=O)(=O)c1ccc(C(=O)N2CCN(c3ccccc3O)CC2)cc1,-5,5.1,4.1
CC/C(=N\N=C(/CC)c1ccccc1N)c1ccccc1N,-1,-3.5,-0.4
